Hsp70 displacement – Hsp70 inhibitors, probe displacement, primary screen, biochemical, fluorescence polarization (AID 583); Hsp70 fluorescence polarization probe displacement, mP; higher % means a stronger effect; displacement, % at 20 µM; hits with a dose series show IC50 in µM; actives 0.06% (n = 140,000); in the data active = displacement above about 50%;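 also: plate controls were vehicle for no effect and reference ligand for full effect; a part of the inactive calls stands beside numbers as strong as those of hits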
MKP-3 inhibition – MKP-3 phosphatase inhibitors, primary screen, biochemical, rat enzyme, in vitro (AID 425). recombinant MKP-3 phosphatase activity, fluorescence; higher % means a stronger effect. inhibition, % at 20 µM, or IC50 in µM where a hit was titrated. actives 0.17% (n = 110,000); in the data active = inhibition above about 50%;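 also: plate controls were vehicle for no effect and reference inhibitor for full effect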
* = called active by the depositor; x = not tested or not shown; & = joins results of further samples. Only part of the results is shown (hit frequency here may not be typical).

Hsp70 displacement,MKP-3 inhibition,mol
2.2%,-7%,COC(=O)CN1C(=O)CC(C)(C)S(=O)c2ccccc21 (centres undefined)
5.1%,1%,CC(C)(C)c1ccc(C(=O)NNC(=O)c2ccc([N+](=O)[O-])cc2Cl)cc1
6.0%,x,COc1cccc(-c2ccc(=O)n(CC(=O)Nc3ccc(C(=O)N4CCCC4)cc3)n2)c1
7.7%,x,COC(=O)c1ccc(/C=C(\C#N)c2nc3ccccc3s2)cc1
-0.6%,-7%,CCCc1cc(=O)n2[nH]c(NCc3c(Cl)cccc3Cl)nc2n1
4.4%,x,COc1cc(CNCCSc2nnnn2C)cc(OC)c1OC
-2.3%,x,O=C(Nc1nc(-c2ccccn2)cs1)c1ncc(Cl)c(Cl)c1Cl
0.9%&3.8%,0%&0%,Cc1ccc(C(=O)Nc2ccc(N3CCOCC3)cc2)cc1
3.5%,-1%,O=C(Cn1cnc2c(nnn2Cc2ccccc2)c1=O)c1ccc(Cl)cc1
4.9%,1%,O=C(COc1ccccc1)Nc1ccccc1C(=O)Nc1ccc(C(=O)O)cc1
-2.4%,-6%,O=C(O)CC1(Cc2nc(-c3cccs3)no2)CCCC1
30%,0%,O=C(O)CN1C(=O)/C(=C2\SC(=S)NC2=O)c2ccccc21
5.0%,1%,O=C(CN(Cc1ccccc1)S(=O)(=O)c1ccccc1)Nc1cccc(Cl)c1
1.9%,-8%,O=C(c1cccc(COCC(F)(F)C(F)F)c1)N1CCN(c2ccccc2)CC1
-3.8%,-3%,CS(=O)(=O)N(CCc1ccccc1)CC(=O)Nc1ccc2c(c1)OCO2
0.9%,3%,CC(=O)Nc1ccc(C(=O)Nc2ncc([N+](=O)[O-])s2)cc1
2.7%,7%,O=c1c2nnn(Cc3ccc(Cl)cc3)c2ncn1Cc1ccc(F)cc1
1.7%,2%,COc1ccc(OC)c(S(=O)(=O)n2c(C)nc3ccccc32)c1
2.6%,-4%,CC1=C(C(=O)OCc2ccccc2)C(c2ccco2)n2ncnc2N1 (centres undefined)
1.0%,-1%,Cn1c(SCC(=O)NCc2ccccc2)nnc1C1CC1

Next records.
Hsp70 displacement,MKP-3 inhibition,mol
5.5%,0%,CC1(CC(=O)N/N=C/c2ccc(-c3ccc(Cl)cc3)o2)OCCO1
-3.0%,-9%,CCCc1nnc(NC(=O)CN2CCOCC2)s1
-6.8%,5%,CCC(=O)c1ccc(N2CCN(C(=O)c3ccc(F)cc3F)CC2)c(F)c1
9.8%,4%,O=C(Oc1ccccc1)c1c(Cl)cccc1P(=O)(O)O
-2.4%,x,CCCCOC(=O)Nc1ccc(C(C)C)cc1
2.4%,0%,COc1ccc(/C=C/C(=O)NCc2ccccc2C)cc1
-4.2%,2%,CC1(C)Cc2ccccc2C(Nc2nc(-c3ccccc3)cs2)=N1
-1.1%,-8%,COCCOC(=O)C1=C(C)OC(N)=C(C#N)C1c1ccco1 (centres undefined)
6.6%,-1%,COC(=O)C1=CNC=C(C(=O)OC)C1c1cccs1
-1.2%,-4%,COc1ccc(/C(O)=C2/C(=O)C(=O)N(CCCC(=O)O)C2c2ccc(OC)c(OC)c2)cc1 (centres undefined)
4.3%,x,Cc1ccc(CNC(=O)C2CCC(=O)N2CCc2ccccc2)cc1 (centres undefined)
7.6%,-16%,Cc1noc(C)c1CSc1nc2ccccc2n1C
-4.4%,2%,Cc1ccccc1NC(=O)C(=O)NCc1ccco1
5.8%,-2%,O=[N+]([O-])c1ccc2c(c1)C(C#Cc1ccccc1)C1CCCCC1(N1CCOCC1)O2 (centres undefined)
-1.8%,-5%,Cc1ccc(C(=O)Nc2ccccc2N2CCN(C(=O)C(C)C)CC2)cc1C
-3.3%,0%,CSc1cccc(NC(=O)Cn2cccc2)c1
-3.5%,2%,Cc1ccc(N=C2NC(=O)/C(=C/c3ccc(O)cc3)S2)cc1C
-2.9%,-1%,O=C(c1ccco1)N1CCN(c2c(-c3ccccc3)c3cc(Cl)ccc3[nH]c2=O)CC1
-1.5%,x,Cc1c(NC(=O)c2n[nH]c(=O)c3ccccc23)c(=O)n(-c2ccccc2)n1C
-1.5%,-1%,COc1cc2c(cc1NC(=O)c1ccccc1[N+](=O)[O-])oc1ccccc12

New compounds follow:
Hsp70 displacement,MKP-3 inhibition,mol
-1.3%,-3%,O=C1[C@@H]2Cc3ccccc3CN2C(=O)N1c1cccc(F)c1
1.0%,-8%,COc1ccc(C2C(C(=O)Nc3cccnc3)=C(C)Nc3nc(-c4cccs4)nn32)cc1OC (centres undefined)
2.9%,2%,Cc1cc(C(F)F)n2nc(C(=O)Nc3ccc(S(=O)(=O)N4CCCC4)cc3)nc2n1
2.2%,-6%,CCOC(=O)c1nn(-c2ccccc2)c(=O)c2c(N)scc12
6.3%,x,CC(=O)c1c(N2CCC(C(N)=O)CC2)nc(=S)n(-c2ccccc2)c1C
1.7%,-8%,Cc1cccc(C)c1NC(=O)C(NC=O)c1ccc(N(C)C)cc1 (centres undefined)
-1.7%,0%,O=C1/C(=C/c2ccc(I)o2)SC(=S)N1Cc1ccccc1
0.0%,-11%,CCOC(=O)NC(Nc1nc2ccccc2s1)(C(=O)OCC)C(F)(F)F (centres undefined)
-3.7%,-1%,O=C(Nc1ccc(-c2nc3ccc(NC(=O)c4ccccc4[N+](=O)[O-])cc3[nH]2)cc1)c1ccccc1[N+](=O)[O-]
21%,-3%,OC(COCC1CC=CCC1)Cn1cnc2ccccc21 (centres undefined)
-1.9%,-2%,COc1cccc(Cn2nnc(C(=O)NCc3ccccc3Cl)c2N)c1
6.5%,-3%,O=C(Cc1cccs1)N1CCN(C(=O)C2CCCO2)CC1 (centres undefined)
-0.2%,5%,CC(=O)N1CSCC1C(=O)O (centres undefined)
0.2%,-6%,COc1ccc(NC(=O)c2cc(C3CC3)on2)c(OC)c1
1.5%,3%,c1coc(CNc2nc3sc4c(c3c3ncnn23)CCCC4)c1
8.5%,1%,CCOC(=O)N/N=C(\C)C12CC3CC(CC(C3)C1)C2
-4.3%,1%,COc1ccc(N2C(=O)c3ccc(C(=O)Nc4ccc(NC(C)=O)cc4)cc3C2=O)cc1
3.4%,3%,C=CCc1cc(/C=C2\C(=O)NC(=O)N(c3cc(C)cc(C)c3)C2=O)cc(OCC)c1OCC(=O)O
-3.3%,-8%,CCC1(CC)NC(=O)N(CC(=O)OCC(=O)Nc2cc(C)ccc2C)C1=O
-4.7%,x,Cc1ccc(S(=O)(=O)N(C)CC(=O)O/N=C(\N)c2cccc([N+](=O)[O-])c2)cc1

Single records, from the list above. Order of screens: Hsp70 displacement | MKP-3 inhibition
Results for `Cc1ccc(S(=O)(=O)N(C)CC(=O)O/N=C(\N)c2cccc([N+](=O)[O-])c2)cc1` = -4.7% | x
Results for `O=C1/C(=C/c2ccc(I)o2)SC(=S)N1Cc1ccccc1` = -1.7% | 0%

Remaining list, next part.
Hsp70 displacement,MKP-3 inhibition,mol
-2.4%,4%,CC(C)C1N(c2ccccc2)C(N)=C(C#N)C1(C#N)C#N (centres undefined)
4.0%,-5%,CCOC(=O)N1CCN(C(=O)c2oc3ccc(S(=O)(=O)N4CCCCC4)cc3c2C)CC1
-2.4%,-4%,CC1(C)CC(=O)C2=C(C1)Nc1ccccc1NC2c1cccnc1 (centres undefined)
-3.8%,-1%,Cn1/c(=N/N=C/c2c(O)ccc3ccccc23)sc2ccccc21
2.4%,1%,Cc1ccc(/C=C(/C#N)C(=O)OC(C)C)o1
3.1%,7%,CCCn1c(NCc2cccc(OC)c2O)nc2ccccc21
1.6%,-1%,Cc1ccc(S(=O)(=O)N2CCN(C(C)C)CC2)cc1
-9.8%,0%,CN(C)c1ccc(/C=C/c2nc3ccccc3c(=O)n2-c2cccc3ccccc23)cc1
6.1%,2%,Cc1c(NC(=O)c2cnn3c2NC(c2ccco2)CC3C(F)(F)F)c(=O)n(-c2ccccc2)n1C (centres undefined)
18%,-1%,O=c1/c(=C/c2ccccc2OCc2ccc(Cl)cc2)sc2nc3ccccc3n12
-3.3%,-2%,CC(C)CNC(=O)CN(C1CCCCC1)S(C)(=O)=O
-0.2%,-1%,CCN(C(=O)Cc1ccc(Cl)cc1)c1ccccc1C
2.0%,2%,Cc1ccc(C(=O)N/C(=C/c2cccnc2)C(=O)Nc2ccc(F)cc2)cc1
-4.4%,3%,COc1cc2c(cc1NCc1ccc([N+](=O)[O-])cc1)oc1ccccc12
4.7%,-1%,Cc1occc1-c1nnc(SCC(=O)NCc2cccs2)n1CC1CCCO1 (centres undefined)
-5.5%,2%,O=C(Oc1ccc2c(c1)OCC2=O)c1ccccc1
1.2%,-8%,O=C(Cn1cnc2c(cnn2-c2ccccc2)c1=O)NCc1ccccc1
6.7%,-10%,COc1cccc(C(=O)N2CCN(S(=O)(=O)Cc3ccccc3)CC2)c1
-5.8%,-1%,CCC(C)NC(=O)c1c(N)n(/N=C/c2ccccn2)c2nc3ccccc3nc12 (centres undefined)
3.8%,x,CN(C)c1nc(Oc2ccc(=O)[nH]n2)nc(N2CCOCC2)n1

Continuation.
Hsp70 displacement,MKP-3 inhibition,mol
10%,2%,C[C@H](NC(=O)OC(C)(C)C)C(=O)NCC1CCC(C(=O)O)CC1 (some centres undefined)
6.3%,3%,COc1cccc(-c2nc(CS(=O)CC(=O)NCc3ccc4c(c3)OCO4)c(C)o2)c1 (centres undefined)
-0.5%,5%,Cc1ccc(OCC(=O)Nc2cccc(I)c2)c(Br)c1
-4.2%,x,CCC1(C)Cc2ccccc2-c2nc(NCCO)n(-c3ccc(C)cc3)c(=O)c21 (centres undefined)
-1.5%,-12%,C=CCOc1ccc(/C(O)=C2\C(=O)C(=O)N(CCOC)C2c2cccnc2)cc1 (centres undefined)
1.8%,x,CCc1cc(C(=O)NNC(=S)Nc2cccc(C)c2)cs1
-2.9%,x,COc1ccc(CNc2ccccc2)cc1Br
1.9%,-1%,Cc1cc(NC(=O)CSc2ccccn2)no1
1.6%,25%,Cc1nc(N)sc1C(=O)N/N=C/c1ccc(Cl)cc1Cl
-0.4%,0%,COc1cc(C(=O)Nc2cc(-c3nc4ccccc4s3)ccc2C)cc(OC)c1OC
-5.4%,4%,O=c1c2cc([N+](=O)[O-])ccc2[nH]c2c1[nH]c1ccccc12
2.4%,3%,COC(=O)c1ccc(/C=N/N=C(N)N)cc1
5.7%,4%,COc1cccc(-n2cc3c(=O)n(C)c(=O)n(C)c3c2)c1
4.9%,x,CC1C(=O)CCN(C(C)C)C1C (centres undefined)
4.7%,-3%,O=C(CN1CCOc2ccccc21)NCc1ccc(F)cc1
5.5%,2%,Cc1cc(=O)n2/c(=C\c3ccc(Br)cc3)c(=O)[nH]c2n1
-6.4%,1%,Cc1ccc(Cl)cc1N(Cc1ccc(C(=O)O)cc1)S(=O)(=O)c1ccccc1
8.5%,x,Clc1ccc(CSCCc2ccncc2)cc1
1.6%,-5%,COC(=O)CN(c1nc(C)c(Cl)c(OC)n1)S(=O)(=O)c1ccc(C)cc1
-2.6%,x,COC(=O)c1[nH]c2cccc(OC)c2c1NC(=O)C(C)N1CCC(C)CC1 (centres undefined)

In the list so far, eight contain a thiophene ring, fused or not.
Hsp70 displacement,MKP-3 inhibition,mol
-2.4%,-6%,O=C(O)CC1(Cc2nc(-c3cccs3)no2)CCCC1
6.6%,-1%,COC(=O)C1=CNC=C(C(=O)OC)C1c1cccs1
1.0%,-8%,COc1ccc(C2C(C(=O)Nc3cccnc3)=C(C)Nc3nc(-c4cccs4)nn32)cc1OC (centres undefined)
2.2%,-6%,CCOC(=O)c1nn(-c2ccccc2)c(=O)c2c(N)scc12
6.5%,-3%,O=C(Cc1cccs1)N1CCN(C(=O)C2CCCO2)CC1 (centres undefined)
1.5%,3%,c1coc(CNc2nc3sc4c(c3c3ncnn23)CCCC4)c1
4.7%,-1%,Cc1occc1-c1nnc(SCC(=O)NCc2cccs2)n1CC1CCCO1 (centres undefined)
1.8%,x,CCc1cc(C(=O)NNC(=S)Nc2cccc(C)c2)cs1

Further compounds follow:
Hsp70 displacement,MKP-3 inhibition,mol
-2.4%,1%,Cc1cccc(COc2ccc(/C(O)=C3\C(=O)C(=O)N(CCN(C)C)C3c3ccncc3)cc2)c1 (centres undefined)
0.9%,3%,CC1CCc2c(sc(NC(=O)c3cccnc3)c2C(=O)Nc2ccccc2)C1 (centres undefined)
75%,8%,CCOC(=O)c1c(C)oc2c1c(/C=N/c1ccccn1)c(O)c1ccccc12
-2.2%,2%,Cc1ccc(OCC(=O)Nc2sc3c(c2C(N)=O)CCC3)c(C)c1
5.7%,-13%,O=S(=O)(NC1CCN(Cc2ccccc2)CC1)c1cccc2cccnc12
2.8%,4%,CCSc1nnc(NC(=O)c2cc(-c3ccc(OC)cc3)nc3ccccc23)s1
-3.4%,-3%,Cc1n[nH]c(C)c1S(=O)(=O)N1CCCC(C(=O)N2CCN(c3ccc(Cl)cc3)CC2)C1 (centres undefined)
0.6%,0%,COC(=O)c1ccc2c(=O)n(Cc3ccc4c(c3)OCO4)c(SCC(=O)N3CCCC3)nc2c1
-1.3%,-4%,CSc1c(CC(=O)NCCO)n(C)c2ccccc12
-0.2%,-8%,CCOc1cc(C)c(Cl)cc1S(=O)(=O)N1CCCC1
-4.5%,9%,CC1CCCCC1NC(=O)CN1CCC(O)(c2ccc(F)cc2)CC1 (centres undefined)
1.4%,3%,O=C(CC12CC3CC(CC(C3)C1)C2)Nc1nccs1
1.5%,-3%,O=C1COc2ccc(C(=O)COC(=O)c3ccc4ccccc4n3)cc2N1
-0.5%,1%,Cc1ccc(C2=NN(C(=O)CCC(=O)O)C(c3cccc([N+](=O)[O-])c3)C2)cc1 (centres undefined)
-2.3%,-1%,COc1ccccc1NS(=O)(=O)c1ccc(NC(=O)CCNC(=O)c2ccco2)cc1

A section taken from the entries so far:
Hsp70 displacement,MKP-3 inhibition,mol
-0.5%,1%,Cc1ccc(C2=NN(C(=O)CCC(=O)O)C(c3cccc([N+](=O)[O-])c3)C2)cc1 (centres undefined)
-2.3%,-1%,COc1ccccc1NS(=O)(=O)c1ccc(NC(=O)CCNC(=O)c2ccco2)cc1

Bioassay records deposited in PubChem BioAssay by Sanford-Burnham Center for Chemical Genomics.
